# AmpC inh no detg – AmpC beta-lactamase inhibition without detergent; Potency, µM (top dose mostly 57.1 µM), inactives show at the top dose activity change, negative = inhibition, actives largely listed as inhibitors; P00811; hit rate 0.52% among 330,000; AmpC nitrocefin hydrolysis, absorbance 480 nm, 0.0001% Triton;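 further: potency means the concentration at half of the fitted maximal effect; plate controls were no compound for no effect and no enzyme for full effect; nearly all actives have a fitted effect of over 20% in size; some results filed as inactive show a strong effect at the top dose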
# Target sequence (P00811 whole entry, looked up): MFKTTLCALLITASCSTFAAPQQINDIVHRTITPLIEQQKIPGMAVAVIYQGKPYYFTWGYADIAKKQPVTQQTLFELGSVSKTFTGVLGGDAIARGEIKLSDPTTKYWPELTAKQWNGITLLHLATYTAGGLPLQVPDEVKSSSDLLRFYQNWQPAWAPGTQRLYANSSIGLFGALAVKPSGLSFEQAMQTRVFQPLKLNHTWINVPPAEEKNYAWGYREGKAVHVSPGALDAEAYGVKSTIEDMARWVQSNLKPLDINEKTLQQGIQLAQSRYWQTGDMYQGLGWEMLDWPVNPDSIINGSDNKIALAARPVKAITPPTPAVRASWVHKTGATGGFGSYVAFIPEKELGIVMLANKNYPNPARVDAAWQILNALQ
#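 20 mM phosphate pH 7.0 + 0.01% (detergent screen) or 0.0001% Triton X-100; 5.3 nM AmpC reagent; cpd preinc 15 min RT; nitrocefin (800 uM stock) to start; A480 q20 s × 4 min; Activity was normalised to no-enzyme and no-compound control wells.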
# HCMV antiviral – inhibitors of human cytomegalovirus; HFF cells, HCMV-luciferase reporter, 72 h; active compounds read low; activity change, negative = inhibition, % at 57.5 µM; hit rate 4.5% among 410,000; AID 1259415; in the data active means activity change below about -60%; inconclusive means no clear call, values can overlap the other calls; inactive means above about -39%
#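 Inhibition of viral replication was scored as loss of reporter luminescence in HFFs infected with HCMV-luciferase (MOI 1 PFU/cell) for 72 h; compounds tested at 2 doses, normalized to buffer and Salinomycin controls.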
# TbPYK inhibitor – T. brucei pyruvate kinase inhibition; Q57TT1; hit rate 0.12% among 410,000; TbPYK enzyme, Kinase-Glo Plus ATP luminescence, 45 min; Potency, µM (titrated, usually from 76.8 µM), for inactives: at the highest dose activity, negative = inhibition, actives largely listed as inhibitors; AID 624173; further: potency means the concentration at half of the fitted maximal effect; nearly all actives have a fitted effect of over 50% in size
#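 Activity of T. brucei pyruvate kinase was followed by Kinase-Glo Plus luminescence after the enzyme reacted 45 min at room temperature with 130 uM ADP (final) and substrate. Test compounds were added before ADP at multiple concentrations.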
# AmpC inh detg – AmpC beta-lactamase inhibition with detergent present; P00811; AmpC hydrolysis of nitrocefin, absorbance 480 nm, 0.01% Triton; Potency, µM (doses to about 114 µM), without a hit: at the top dose activity change, negative = inhibition, hits mostly inhibitors; hit rate 0.041% among 370,000;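 further: potency means the concentration at half of the fitted maximal effect; 0% = no-compound wells and -100% = no-enzyme wells; nearly all actives have a fitted effect of over 25% in size; some results filed as inactive show a strong effect at the top dose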
#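 AmpC (5.3 nM in the dispensed reagent) in 20 mM phosphate pH 7.0 with 0.01% (detergent screen) or 0.0001% Triton X-100 was preincubated with compounds for 15 min at room temperature. Nitrocefin was then added from an 800 uM solution, and hydrolysis was followed at 480 nm.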
# AMA1 RON2 block – disrupts binding of P. falciparum AMA1 to RON2; Potency, µM (top dose mostly 58.2 µM), for inactives: at the top dose activity change, negative = inhibition, usual class: inhibitors; hit rate 0.2% among 360,000; AlphaScreen AMA1-biotinylated RON2 peptide binding;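 further: potency means the concentration at half of the fitted maximal effect; 0% = vehicle wells and -100% = peptide control; nearly all actives have a fitted effect of over 45% in size; some results filed as inactive show a strong effect at the top dose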
#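 AMA1 (3D7) with his tag at 25 nM final met compounds first, then biotinylated RON2 peptide at 25 nM; detection used donor plus acceptor beads, 10 µg/mL apiece, read by AlphaScreen after 30 min at room temperature.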
# HCV inh – HCV inhibition; hit rate 3.4% among 340,000; Huh7.5.1 HCVcc-Cre infection, luciferase reporter, 44 h; Potency, µM (titrated, usually from 41.8 µM), without a hit: at the top dose activity change, negative = inhibition, actives largely listed as inhibitors; further: potency means the concentration at half of the fitted maximal effect
#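 Infectious HCV cell culture screen: compound-treated cells (1,000/well, pre-plated 4 h) are infected with HCVcc-Cre at roughly 0.5 moi and grown 44 h. Infection is quantified by luciferase signal after 15 min substrate incubation at room temperature.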
# LmPK inh – LmPK (Leishmania mexicana) enzyme inhibition. Q27686. purified LmPK, Kinase-Glo ATP luminescence, 1 h. Potency, µM (doses to about 57.5 µM), inactives show at the highest dose activity change, negative = inhibition, usual class: inhibitors. hit rate 0.37% among 290,000; further: potency means the concentration at half of the fitted maximal effect
# Target sequence (Q27686 whole entry, looked up): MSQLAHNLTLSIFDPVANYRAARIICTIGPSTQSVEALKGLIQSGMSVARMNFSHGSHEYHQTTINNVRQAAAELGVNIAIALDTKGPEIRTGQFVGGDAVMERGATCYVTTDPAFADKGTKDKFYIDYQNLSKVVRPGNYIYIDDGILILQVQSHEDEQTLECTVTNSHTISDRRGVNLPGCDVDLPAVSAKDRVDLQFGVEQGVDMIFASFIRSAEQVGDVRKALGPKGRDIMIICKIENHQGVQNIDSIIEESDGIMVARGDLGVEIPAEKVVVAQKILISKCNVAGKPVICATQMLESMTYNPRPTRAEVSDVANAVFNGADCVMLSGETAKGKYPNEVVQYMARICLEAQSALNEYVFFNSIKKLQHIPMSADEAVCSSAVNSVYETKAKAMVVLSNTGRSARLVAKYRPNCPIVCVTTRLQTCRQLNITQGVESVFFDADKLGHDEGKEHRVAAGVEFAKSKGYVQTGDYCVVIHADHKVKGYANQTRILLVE
#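 Pyruvate kinase activity monitored as ATP production (luciferase luminescence). Conditions: 0.1 nM enzyme, 0.5 mM PEP, 0.1 mM ADP, 1 h, RT; normalized against uninhibited and no-enzyme wells.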
# * hit, by the source's call; ? = inconclusive; / = no result given; & = joins results of further samples; [ ] = another dose, or the depositor's remark. Unless noted, the call rests on the fitted dose curve; in most records, active means well fitted curve in the direction sought with a large enough effect; inconclusive means small, poorly fitted or top-dose-only effect, or another doubt; inactive means no such curve, though single readings can be large; an effect the other way counts as inactive or inconclusive. Unless noted, on the % scale 0 is the no-effect control and ±100 the full control effect.
# Each structure is followed by: AmpC inh no detg	HCMV antiviral	TbPYK inhibitor	AmpC inh detg	AMA1 RON2 block	HCV inh	LmPK inh
Cc1ccccc1Nc1nnc(SCC(=O)c2cc3ccccc3o2)s1
 : -49%	39	-15%	-1%	17%	-2%	2%
COc1cc(Br)c(CC2c3cc(OC)c(OC)cc3CCN2C)cc1OC (stereo not drawn)
 : /	-10	-23%	/	-8%	?	/
Cc1occc1C(=O)NCc1nc(-c2ccc(Cl)cc2)no1
 : -24%	24	1%	-7%	0%	-27%	-1%
COC(=O)c1cn(NC(=O)c2cccc(OC)c2)c(=O)c2ccccc12
 : -29%	14	-14%	-15%	9%	-9%	4%
COc1ccc(CN2C(=O)C(NC(=O)c3ccc(C)cc3)(C(F)(F)F)N=C2c2ccccc2)cc1 (stereo not drawn)
 : /	-2	-1%	0%	/	/	/
CCN1CCN(C(=O)COc2ccc3c(c2)C(=O)CC2(CCN(C(C)=O)CC2)O3)CC1
 : 2%	3	10%	1%	6%	-8%	1%
Cc1ccc(S(=O)(=O)N2CCN(C(=O)Cn3nc(C)c([N+](=O)[O-])c3C)CC2)c(C)c1
 : 72%[activator]	?	-2%	-4%	4%	-8%	-9%
COc1ccc(OC)c(-c2csc(NC(=O)C3c4ccccc4Oc4ccccc43)n2)c1
 : -33%	-66*	-1%	?	?	?	1%
O=C(COC(=O)COc1ccc(Cl)cc1)Nc1ncc(Br)s1
 : -33%	-19	-23%	-9%	-12%	6%	/
c1cnc2ncc3sccc3c2c1
 : -26%	48	2%	?	-2%	14%	2%

# Reformatted: two of the compounds above.
> COc1cc(Br)c(CC2c3cc(OC)c(OC)cc3CCN2C)cc1OC (stereo not drawn)
  AmpC inh no detg: /
  HCMV antiviral: -10
  TbPYK inhibitor: -23%
  AmpC inh detg: /
  AMA1 RON2 block: -8%
  HCV inh: ?
  LmPK inh: /

> Cc1occc1C(=O)NCc1nc(-c2ccc(Cl)cc2)no1
  AmpC inh no detg: -24%
  HCMV antiviral: 24
  TbPYK inhibitor: 1%
  AmpC inh detg: -7%
  AMA1 RON2 block: 0%
  HCV inh: -27%
  LmPK inh: -1%

# New compounds follow:
# Each structure is followed by: AmpC inh no detg	HCMV antiviral	TbPYK inhibitor	AmpC inh detg	AMA1 RON2 block	HCV inh	LmPK inh
CC1CCCC(C)N1/N=C/c1ccccc1F (stereo not drawn)
 : -12%	15	-16%	?	6%	9%	0%
COc1cc(-c2[nH]ncc2CN(C)Cc2cc(C)[nH]n2)cc(OC)c1OC
 : -3%	-21	-13%	2%	70%[activator]	26%	-6%
CC(C)CN1CCN(CC#Cc2ccccc2)CC1CCO (stereo not drawn)
 : 4%	37	-1%	4%	-2%	-5%	5%
OC(c1ccc(F)c(F)c1)c1nc(-c2ccc3c(c2)OCO3)cs1 (stereo not drawn)
 : /	7	0%	/	-13%	/	/
CCc1ccc(N2CC(C(=O)Nc3cc(C)ccc3F)CC2=O)cc1 (stereo not drawn)
 : 21%	18	0%	-4%	6%	-15%	-2%
COc1ccc(-c2onc(C)c2C)cc1S(=O)(=O)NCc1ccc(C)o1
 : /	-71*	-9%	3%	/	/	/
COc1ccc(Nc2cc(C)nc(NCc3ccccc3)n2)cc1
 : -2%	?	0%	-7%	?	?	1%
Cc1ccc(S(=O)(=O)N2CCN(S(=O)(=O)c3ccccc3Br)C2=O)cc1
 : -26%	-20	4%	/	0%	-14%	/
Cc1c(NC(=O)C(C)Sc2nc3ccccc3c(=O)n2CCO)c(=O)n(-c2ccccc2)n1C (stereo not drawn)
 : -6%	-5	16%	-8%	-5%	12%	-5%
CCc1ccc(S(=O)(=O)c2nnn3c2nc(NCCC(C)C)c2cc(Cl)ccc23)cc1
 : /	-4	-4%	0%	/	/	/

# (listing goes on)
# Each structure is followed by: AmpC inh no detg	HCMV antiviral	TbPYK inhibitor	AmpC inh detg	AMA1 RON2 block	HCV inh	LmPK inh
O=C(O)c1ccc2c(c1)OCCO2
 : -16%	-1	-6%	-11%	6%	11%	8%
CCSc1ncc(Cl)c(C(=O)Nc2sc3c(c2C(=O)NCc2cccnc2)CCCC3)n1
 : 55%	-15	-4%	2%	-9%	10µM*	12%
CCSC1=N/C(=C/c2ccsc2)C(=O)N1c1ccccc1
 : -30%	-22	3%	-15%	26%	?	3%
CCCCc1c(C)nc2c(-c3ccc(OC)cc3)c(C)[nH]n2c1=O
 : /	-18	-2%	-5%	/	/	/
COc1ccc(CC(=O)Nc2nnc(CC(C)C)s2)cc1S(=O)(=O)N1CCOCC1
 : -5%	-17	2%	-10%	-13%	0%	/
COc1ccc(C(=O)OCCN2C(=O)c3ccccc3C2=O)cc1
 : -10%	-12	0%	-18%	3%	5%	0%
O=C(Nc1ccc(F)cc1)C1CCN(c2nnnn2-c2ccccc2)CC1
 : -11%	42	-5%	-12%	5%	-21%	3%
COc1cccc(-c2ccc(=O)n(CC(=O)Nc3cc4c(cc3NC(C)=O)OCCO4)n2)c1
 : 19%	14	-1%	?	-8%	13%	-1%
C=CCN(C(=O)Nc1ccc(F)cc1)C1CC(=O)N(c2ccc(OC)cc2)C1=O (stereo not drawn)
 : -5%	25	-1%	1%	2%	14%	-6%
CCC(=O)N1c2ccccc2-c2nnc(SC)nc2OC1c1ccc(N(C)C)cc1 (stereo not drawn)
 : -38%	48	-4%	?	-12%	9%	5%

# (continued)
Structure	AmpC inh no detg	HCMV antiviral	TbPYK inhibitor	AmpC inh detg	AMA1 RON2 block	HCV inh	LmPK inh
N#CC1=C(N)OC2=C(CC/C2=C\c2ccccc2Cl)C1c1ccccc1Cl (stereo not drawn)	-57%	?	0%	-3%	-3%	?	1%
CC(C)C(=O)N1CCN(c2ccc(NC(=O)c3cccs3)cc2Cl)CC1	-14%	-85*	-1%	0%	-6%	10µM*	-5%
Cc1ccc(CNCC(O)(c2ccccc2)c2ccc(Cl)cc2)cc1 (stereo not drawn)	2%	0	-2%	5%	?	?	10%
C=CCNC(=O)c1ccc([N+](=O)[O-])c(Cl)c1	-6%	-17	-2%	-9%	2%	10%	1%
O=c1c2ccccc2c(C=Nc2cccc(S(=O)(=O)NCc3ccco3)c2)c(O)n1-c1ccc(Cl)cn1	-8%	-29	0%	?	-6%	?	5%
Cc1cc(NC(=O)CCCn2nc(C)c([N+](=O)[O-])c2C)no1	-5%	-16	-6%	2%	0%	0%	-1%
O=C1CCCC/C=C\C[C@H](CC(=O)N(CCO)Cc2ccccc2)C(=O)NCCO1	24%	-4	4%	/	-2%	?	/
COc1cc(CCN(C(=O)c2cccc(S(C)(=O)=O)c2)C(CCc2ccccc2)c2nc3ccccc3[nH]2)cc(OC)c1 (stereo not drawn)	/	4	0%	/	16%	/	/
CC1(C2CC2)NC(=O)NC1=O (stereo not drawn)	-11%	109	33%	3%	48%[activator]	2%	2%
CC(NC(=O)c1ccc(CSc2nc3ccncc3n2Cc2ccc(F)cc2)cc1)c1ccccc1 (stereo not drawn)	/	-33	-15%	1%	/	/	/
COc1cccc(CNC(=O)C2Cc3ccccc3CN2C(C)=O)c1 (stereo not drawn)	-33%	-21	-6%	-5%	10%	-9%	-1%
CCCCCC(=O)NC(NC(=S)NC1CCS(=O)(=O)C1)C(Cl)(Cl)Cl (stereo not drawn)	-16%	-24	-17%	-7%	-14%	-3%	1%
Cc1cc(C)cc(-n2c(C)nc3cc(C(=O)O)ccc32)c1	-17%	-34&-7	1%&-5%	4%&1%	-7%	9%	6%
O=C(Cn1cc(SCc2ccccc2F)c2ccccc21)N1CCCC1	/	64	-15%	20%	/	/	/
COCCN(Cc1cccs1)S(=O)(=O)c1cc(-c2cc(C)no2)ccc1C	/	?	4%	-4%	/	/	/
CCC(C)c1ccc(C(C)NC(=S)NC2CCCCC2)cc1 (stereo not drawn)	-41%	-73*	-1%	3%	55%[activator]	?	-2%
COc1ccc(NC(=S)N2CCC3CC2c2cc(-c4ccc5c(c4)OCO5)ccc23)c(OC)c1 (stereo not drawn)	/	-15	2%	/	5%	/	/
CCC(c1ccc(C)cc1)N1C(=O)C2C3CCC(O3)C2C1=O (stereo not drawn)	-7%	-27	-1%	-2%	-8%	20%	/

# Reformatted: results already given.
Cc1cc(NC(=O)CCCn2nc(C)c([N+](=O)[O-])c2C)no1
  AmpC inh no detg: -5%
  HCMV antiviral: -16
  TbPYK inhibitor: -6%
  AmpC inh detg: 2%
  AMA1 RON2 block: 0%
  HCV inh: 0%
  LmPK inh: -1%
O=C1CCCC/C=C\C[C@H](CC(=O)N(CCO)Cc2ccccc2)C(=O)NCCO1
  AmpC inh no detg: 24%
  HCMV antiviral: -4
  TbPYK inhibitor: 4%
  AmpC inh detg: /
  AMA1 RON2 block: -2%
  HCV inh: ?
  LmPK inh: /
COc1cc(CCN(C(=O)c2cccc(S(C)(=O)=O)c2)C(CCc2ccccc2)c2nc3ccccc3[nH]2)cc(OC)c1 (stereo not drawn)
  AmpC inh no detg: /
  HCMV antiviral: 4
  TbPYK inhibitor: 0%
  AmpC inh detg: /
  AMA1 RON2 block: 16%
  HCV inh: /
  LmPK inh: /
CC1(C2CC2)NC(=O)NC1=O (stereo not drawn)
  AmpC inh no detg: -11%
  HCMV antiviral: 109
  TbPYK inhibitor: 33%
  AmpC inh detg: 3%
  AMA1 RON2 block: 48%[activator]
  HCV inh: 2%
  LmPK inh: 2%

# For reference, some entries already given:
Structure	AmpC inh no detg	HCMV antiviral	TbPYK inhibitor	AmpC inh detg	AMA1 RON2 block	HCV inh	LmPK inh
Cc1cc(NC(=O)CCCn2nc(C)c([N+](=O)[O-])c2C)no1	-5%	-16	-6%	2%	0%	0%	-1%
O=C1CCCC/C=C\C[C@H](CC(=O)N(CCO)Cc2ccccc2)C(=O)NCCO1	24%	-4	4%	/	-2%	?	/
COc1cc(CCN(C(=O)c2cccc(S(C)(=O)=O)c2)C(CCc2ccccc2)c2nc3ccccc3[nH]2)cc(OC)c1 (stereo not drawn)	/	4	0%	/	16%	/	/

# Compound activity deposited in PubChem BioAssay by National Center for Advancing Translational Sciences (NCATS).

# Hits appear at their usual frequency; overall some 7.5% were active at least once.
